Screening results as filed in PubChem.
Kir21 inh = inhibitors of mouse Kir2.1 inward-rectifier potassium channel. AID 1672. B-score at 10 µM. HEK293-Kir2.1, FluxOR thallium flux fluorescence; stronger effect = lower value. 310,000 compounds, 0.85% hits. P35561;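 active means fluorescence ratio B-score at or below minus 3 SD of library scores, with starting-brightness B-score within 2 SD, cut at about -4.2 in these data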;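 further: channel flux triggered by added potassium and thallium sulfate stimulus; B-score of peak minus minimum fluorescence over baseline after thallium stimulus; more negative B-score means stronger Kir2.1 block with less thallium influx; some compounds called inactive have numbers as strong as hits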
Target sequence (P35561 whole entry, looked up): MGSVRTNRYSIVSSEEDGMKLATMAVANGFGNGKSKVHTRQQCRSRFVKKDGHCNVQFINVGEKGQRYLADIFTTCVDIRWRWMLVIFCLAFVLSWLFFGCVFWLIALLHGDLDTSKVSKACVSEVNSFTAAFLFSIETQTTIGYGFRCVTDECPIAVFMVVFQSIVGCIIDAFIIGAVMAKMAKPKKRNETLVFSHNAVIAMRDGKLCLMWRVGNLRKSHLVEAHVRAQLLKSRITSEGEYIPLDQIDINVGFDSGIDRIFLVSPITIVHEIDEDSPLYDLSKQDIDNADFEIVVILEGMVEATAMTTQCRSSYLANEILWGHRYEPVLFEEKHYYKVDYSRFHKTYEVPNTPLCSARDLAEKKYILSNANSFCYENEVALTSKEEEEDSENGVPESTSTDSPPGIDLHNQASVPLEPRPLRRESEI
STK33 kinase inh = blocks human STK33 kinase activity. Q9BYT3. purified STK33, MBP phosphorylation, ADP-Glo luminescence. inhibition, % at 10 µM. 320,000 compounds, 0.073% hits;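 active means inhibition at or above 25%, using the most active replicate where run in duplicate; inactive means inhibition below 25%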
Target sequence (Q9BYT3 whole entry, looked up): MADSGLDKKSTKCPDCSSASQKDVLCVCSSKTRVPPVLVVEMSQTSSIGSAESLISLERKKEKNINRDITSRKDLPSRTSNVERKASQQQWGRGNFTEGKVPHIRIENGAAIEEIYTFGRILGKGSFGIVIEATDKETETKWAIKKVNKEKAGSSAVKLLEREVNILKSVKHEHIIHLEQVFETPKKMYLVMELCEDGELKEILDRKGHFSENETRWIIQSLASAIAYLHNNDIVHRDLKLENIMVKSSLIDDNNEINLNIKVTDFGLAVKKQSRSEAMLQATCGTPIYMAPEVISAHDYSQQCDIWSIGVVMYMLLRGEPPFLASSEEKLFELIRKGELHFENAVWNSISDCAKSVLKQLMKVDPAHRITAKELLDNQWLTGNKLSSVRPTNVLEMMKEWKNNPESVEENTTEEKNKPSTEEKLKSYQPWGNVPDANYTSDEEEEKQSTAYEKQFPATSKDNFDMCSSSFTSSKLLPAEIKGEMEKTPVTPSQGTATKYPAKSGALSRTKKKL
* marks the source's active call; other numbers are inactive results.

Preview:
What do the screens show for `O=C(Nc1cccc(-c2ccc(N3CCCCC3)nn2)c1)c1ccc(Br)o1`?
Kir21 inh: 1.4; STK33 kinase inh: -0.4

What do the screens show for `COc1ccc(CSc2nnc(N)s2)cc1F`?
Kir21 inh: -0.24; STK33 kinase inh: -0.6

Results for C/C(N)=C(/C#N)C(=O)COc1ncnc2ccc(Br)cc12 ?
Kir21 inh: -0.77; STK33 kinase inh: -0.6

How did CCN=C1SC(C(=O)Nc2cccc(OCC)c2)CC(=O)N1CC (stereo not given) do in these assays?
Kir21 inh: -1.1; STK33 kinase inh: -0.9

What do the screens show for `Oc1ccc(/C=N/N2CCOCC2)c(O)c1O`?
Kir21 inh: 1.6; STK33 kinase inh: 0.5

What do the screens show for `COc1ccc(C2=NCCc3cc(OC)c(OC)cc32)cc1`?
Kir21 inh: 1; STK33 kinase inh: 0.3

All compounds of this part, from the start:
What do the screens show for `O=C(Nc1cccc(-c2ccc(N3CCCCC3)nn2)c1)c1ccc(Br)o1`?
Kir21 inh: 1.4; STK33 kinase inh: -0.4

What do the screens show for `COc1ccc(CSc2nnc(N)s2)cc1F`?
Kir21 inh: -0.24; STK33 kinase inh: -0.6

Results for C/C(N)=C(/C#N)C(=O)COc1ncnc2ccc(Br)cc12 ?
Kir21 inh: -0.77; STK33 kinase inh: -0.6

How did CCN=C1SC(C(=O)Nc2cccc(OCC)c2)CC(=O)N1CC (stereo not given) do in these assays?
Kir21 inh: -1.1; STK33 kinase inh: -0.9

What do the screens show for `Oc1ccc(/C=N/N2CCOCC2)c(O)c1O`?
Kir21 inh: 1.6; STK33 kinase inh: 0.5

What do the screens show for `COc1ccc(C2=NCCc3cc(OC)c(OC)cc32)cc1`?
Kir21 inh: 1; STK33 kinase inh: 0.3

What do the screens show for `CCCOn1nnnc1-c1ccccc1`?
Kir21 inh: 0.03; STK33 kinase inh: 1.4

What do the screens show for `CCCN1CCN(CCCNC(=O)C2CCN(c3nnc(-n4cccc4)s3)CC2)CC1`?
Kir21 inh: 3.4; STK33 kinase inh: 0.8

How did CSc1ccc(Cl)c(C(=O)Nc2ccc(OCC(N)=O)cc2)c1 do in these assays?
Kir21 inh: 1.9; STK33 kinase inh: -1.7

What do the screens show for `COc1ccc(C(=O)OCC(=O)N(C)C2CCS(=O)(=O)C2)cc1S(=O)(=O)N(C)Cc1ccccc1` (stereo not given)?
Kir21 inh: 0.07; STK33 kinase inh: -1.0

What do the screens show for `CCOc1ccc(/C=C(\C(=O)O)c2ccc(S(=O)(=O)N3CCCCC3)s2)cc1OC`?
STK33 kinase inh: 1.2

What do the screens show for `Cc1[nH]n(C(N)=S)c(=O)c1N=Nc1cc(C(F)(F)F)ccc1Cl`?
Kir21 inh: -0.53; STK33 kinase inh: 1.0

Results for Clc1ccc(CON/C=N/c2ncnc3sccc23)c(Cl)c1 ?
Kir21 inh: -0.18; STK33 kinase inh: 0.1

What do the screens show for `O=S(=O)(Nc1ccc(Cl)c(Cl)c1)N1CCOCC1`?
Kir21 inh: -0.55; STK33 kinase inh: -0.7

What do the screens show for `CCCC(C(=O)NC1CCCCC1)N(CC1CCCO1)C(=O)CNS(=O)(=O)c1ccc(F)cc1` (stereo not given)?
Kir21 inh: 0.37; STK33 kinase inh: 0.7

Results for C=CCNCCOc1ccc(C(C)(C)c2ccccc2)cc1 ?
Kir21 inh: -12*; STK33 kinase inh: 0.3

How did CC(C)C(=O)Nc1c2c(nn1-c1ccc([N+](=O)[O-])cc1)CS(=O)(=O)C2 do in these assays?
Kir21 inh: 0.74; STK33 kinase inh: -1.1

What do the screens show for `FC(F)(F)c1cnc(COc2ccc(Cl)cc2Cl)c(Cl)c1`?
Kir21 inh: 0.09; STK33 kinase inh: -0.2

Results for C[C@@]12CCC=C[C@H]1[C@H](c1ccc3ccccc3c1Br)N(Cc1ccccc1)C2=O ?
Kir21 inh: 0.2; STK33 kinase inh: 0.5

How did CCC(=O)N1CCc2cc(S(=O)(=O)N3CCN(c4ccccc4Cl)CC3)ccc21 do in these assays?
Kir21 inh: 2.5; STK33 kinase inh: -1.3

Results for Cc1cc(NC(=O)c2cc(C)on2)no1 ?
Kir21 inh: -0.75; STK33 kinase inh: -1.7

How did Cc1ccc(NC(=O)CSc2nnc3ccc(-c4cccnc4)nn23)cc1 do in these assays?
Kir21 inh: 0.43; STK33 kinase inh: -0.3

Results for Cc1ccc(C(=O)NNC(=O)c2ccc(NS(=O)(=O)c3cccs3)cc2)o1 ?
STK33 kinase inh: -0.8

What do the screens show for `Cc1ccc(S(=O)(=O)N(C(=N)N)c2nc(N(C)C)nc(N(C)C)n2)cc1`?
Kir21 inh: -0.07; STK33 kinase inh: 0.2

Arranged by SMILES length (highest first): some entries from above
How did CC(C)C(=O)Nc1c2c(nn1-c1ccc([N+](=O)[O-])cc1)CS(=O)(=O)C2 do in these assays?
Kir21 inh: 0.74; STK33 kinase inh: -1.1

Results for Cc1ccc(C(=O)NNC(=O)c2ccc(NS(=O)(=O)c3cccs3)cc2)o1 ?
STK33 kinase inh: -0.8

How did Cc1ccc(NC(=O)CSc2nnc3ccc(-c4cccnc4)nn23)cc1 do in these assays?
Kir21 inh: 0.43; STK33 kinase inh: -0.3

Following part
What do the screens show for `O=C1Nc2cc(Cl)c(Cl)cc2N(O)N1c1ccccc1`?
Kir21 inh: 1.2; STK33 kinase inh: -1.2

What do the screens show for `Cc1ccc(CNC(=O)Cc2cccs2)cc1`?
Kir21 inh: -1.9; STK33 kinase inh: -1.5

Results for O=C(CSc1nnc(-c2ccncc2)o1)Nc1ccc(F)c(F)c1 ?
STK33 kinase inh: 0.6

Results for COc1ccc([N+](=O)[O-])cc1NCC(=O)Nc1cc(S(=O)(=O)N2CCCCC2)ccc1C ?
STK33 kinase inh: -1.6

Results for Cc1ccccc1-n1c(C)nnc1SCC(=O)N1CC(=O)Nc2ccccc21 ?
Kir21 inh: -0.57; STK33 kinase inh: -0.3

How did CC1=NN(c2ccc(C)cc2C)C(=O)C1C(c1ccccc1)C1C(=O)N(c2ccc(C)cc2C)N=C1C (stereo not given) do in these assays?
Kir21 inh: 1.7; STK33 kinase inh: 1.8

What do the screens show for `COc1ccc(/C=C/C(=O)NC(=S)NNC(=O)c2cccnc2)cc1OC`?
Kir21 inh: -0.09; STK33 kinase inh: -3.2

How did COc1cccc(C(=O)CC(=O)C(=O)Nc2cccc([N+](=O)[O-])c2C)c1 do in these assays?
Kir21 inh: 0.7; STK33 kinase inh: 0.9

Results for CC(=O)Nc1ccc(S(=O)(=O)Nc2ccccn2)cc1 ?
Kir21 inh: -0.12; STK33 kinase inh: -0.6

How did N#CC(c1cccc(Cl)c1)c1ccc2c(C(F)(F)F)cc(C(F)(F)F)nc2n1 (stereo not given) do in these assays?
Kir21 inh: -1.4

Results for CN(C)CCCNc1nc(N)c([N+](=O)[O-])c(NCCO)n1 ?
Kir21 inh: -0.01; STK33 kinase inh: -0.1

How did O=C(Cn1cnc(S(=O)(=O)N2CCCC2)c1)Nc1cccc(F)c1 do in these assays?
Kir21 inh: -0.1; STK33 kinase inh: -2.0

What do the screens show for `O=C(NCc1cccnc1)c1cccc(S(=O)(=O)N2CCCC2)c1`?
Kir21 inh: 0.46; STK33 kinase inh: -0.2

How did COc1cccc(N(C(=O)Cn2nnc(-c3ccc(C)o3)n2)C(C(=O)NC2CCCC2)c2ccncc2)c1 (stereo not given) do in these assays?
Kir21 inh: -2; STK33 kinase inh: -0.6

How did CCOc1ccc2oc(C(=O)NCc3nc4ccccc4[nH]3)c(C)c2c1 do in these assays?
Kir21 inh: 0.21; STK33 kinase inh: 0.8

How did CC(CCc1ccccc1)NC(=O)C(=O)c1c[nH]c2ccccc12 (stereo not given) do in these assays?
Kir21 inh: 0.01; STK33 kinase inh: -0.5

What do the screens show for `CCOC(=O)C(Nc1ccc2ccccc2c1)C(=O)OCC`?
Kir21 inh: 1.1; STK33 kinase inh: -0.5

Results for O=C(Nc1ccc(S(=O)(=O)NCC2CCCO2)cc1)c1ccccc1 (stereo not given) ?
Kir21 inh: 0.01; STK33 kinase inh: -0.6

What do the screens show for `CC(=O)Nc1ccc(S(=O)(=O)NC2(C(F)(F)F)NC(=O)N(CC(C)C)C2=O)cc1` (stereo not given)?
Kir21 inh: 1.3; STK33 kinase inh: -2.9

Results for COc1cccc(CNC(=O)CN2C(=O)CC(c3ccccc3)=Nc3ccccc32)c1 ?
Kir21 inh: 1.7; STK33 kinase inh: -1.0

Results for CC(C)CNC(=O)NC(=O)CSc1nc2ccccc2n1CC(C)C ?
Kir21 inh: -0.9; STK33 kinase inh: -0.8

Results for CC(C)c1ccc(NC2CCCN(C(=O)c3cccc(N4CCNC4=O)c3)C2)cc1 (stereo not given) ?
Kir21 inh: 0.08; STK33 kinase inh: 0.7

Results for COC(=O)[C@H](Cc1ccccc1)NC(=O)NCc1ccc(S(N)(=O)=O)cc1 ?
Kir21 inh: -0.56; STK33 kinase inh: -1.2

How did COc1ccc2nc(/N=C(\N)NC(=O)C(C)(C)C)nc(C)c2c1 do in these assays?
Kir21 inh: 0.05; STK33 kinase inh: -1.1

What do the screens show for `COc1ccccc1C1/C(=C(\O)c2ccc3c(c2)OCCO3)C(=O)C(=O)N1CCCn1ccnc1` (stereo not given)?
Kir21 inh: 2.4; STK33 kinase inh: 0.5

Results for O=C(Cn1nnc2ccccc21)c1ccc([N+](=O)[O-])cc1 ?
Kir21 inh: -0.31; STK33 kinase inh: -0.9

How did COc1cccc(C(=O)C2CCCN(CC3=Cc4cc(OC)ccc4OC3)C2)c1 (stereo not given) do in these assays?
Kir21 inh: -0.61; STK33 kinase inh: -0.6

Results for O=C(NCc1ccccc1)C1CCCN(S(=O)(=O)c2cccc3nonc23)C1 (stereo not given) ?
Kir21 inh: -2.4; STK33 kinase inh: -0.1

How did COc1ccccc1-c1ccc(=O)n(CC(=O)NCc2cccs2)n1 do in these assays?
Kir21 inh: -0.19; STK33 kinase inh: -0.4

How did COc1cccc(NC(=O)COc2coc(CN3CCc4ccccc4C3)cc2=O)c1 do in these assays?
Kir21 inh: 0.15; STK33 kinase inh: -0.9

What do the screens show for `CC(Sc1nc2ccccc2c(=O)n1CC1CCCO1)C(=O)N(C)Cc1ccccc1` (stereo not given)?
Kir21 inh: 2.1; STK33 kinase inh: -0.6

Results for COCc1c(Br)c(C)nc2sc3c(=O)[nH]nnc3c12 ?
Kir21 inh: -0.33; STK33 kinase inh: 1.3

What do the screens show for `O=C(Nc1ccccc1)C1COc2ccccc2O1` (stereo not given)?
Kir21 inh: 0.24; STK33 kinase inh: -0.6

How did O=C1C2C(c3ccccc3)C=CC(c3ccccc3)C2C(=O)N1c1cccnc1 (stereo not given) do in these assays?
Kir21 inh: 0.75; STK33 kinase inh: -0.1

How did CCOC(=O)c1cc2c(=O)n3cccc(C)c3nc2n(CC(C)C)c1=NC(=O)c1ccco1 do in these assays?
Kir21 inh: 0.55; STK33 kinase inh: -1.4

What do the screens show for `COc1ccc(OC)c(C2SCCN2S(C)(=O)=O)c1` (stereo not given)?
Kir21 inh: 0.43; STK33 kinase inh: 0.2

What do the screens show for `C=CCn1c(CNS(=O)(=O)c2ccc(Br)cc2)nnc1SC`?
Kir21 inh: -0.85; STK33 kinase inh: -0.6

Results for Cc1noc(C)c1CN(C(=S)NC(C)C)c1ccccc1 ?
Kir21 inh: -6.5*; STK33 kinase inh: -1.7

How did CCC(=NCCc1ccccc1)C1=C(O)CCC1=O do in these assays?
Kir21 inh: 1.4; STK33 kinase inh: 1.2

What do the screens show for `c1ccc2c(c1)oc1c(Nc3ccc4c(c3)OCCO4)ncnc12`?
Kir21 inh: 1.8; STK33 kinase inh: 0.2

How did CCOC(=O)c1c(-c2ccccc2)csc1NC(=O)CSc1nc(N)cc(N)n1 do in these assays?
Kir21 inh: -1.6; STK33 kinase inh: -1.2

What do the screens show for `O=C(CN1C(=O)c2ccccc2C1=O)Nc1ccc(S(=O)(=O)N2CCOCC2)cc1`?
Kir21 inh: 1.9; STK33 kinase inh: -0.6

What do the screens show for `COCCn1c(=N)c(S(=O)(=O)c2ccc(F)cc2)cc2c(=O)n3ccccc3nc21`?
Kir21 inh: 0.02; STK33 kinase inh: -1.2

What do the screens show for `Nc1nc(NCc2cccs2)nn1-c1ccccc1`?
Kir21 inh: 0.07; STK33 kinase inh: 1.1

How did COc1cc2cc(CN(Cc3cccnc3)C(=O)Nc3ccccc3)c(=O)[nH]c2cc1OC do in these assays?
Kir21 inh: 0.67; STK33 kinase inh: 0.1

Results for Cc1cc(C2=NNC(=NC3CC3)SC2)c(C)n1-c1ccccc1 ?
Kir21 inh: -0.6

How did C(=N\n1cnnc1)/c1cccn1-c1ccccc1 do in these assays?
Kir21 inh: 1.4; STK33 kinase inh: -0.5

Results for O=C(Nc1ccc(F)c(Cl)c1)N1CCCC1 ?
Kir21 inh: 0.82; STK33 kinase inh: -0.4

What do the screens show for `O=C(NCC1CCCO1)c1ccc(NS(=O)(=O)c2ccccc2)cc1` (stereo not given)?
Kir21 inh: -1.2; STK33 kinase inh: -1.4

How did Cc1ccc(C(=O)N/C(=C\c2ccccc2)C(=O)NCc2cccnc2)cc1 do in these assays?
Kir21 inh: 1.3; STK33 kinase inh: 0.0

Results for CCc1nn(CC(=O)Nc2ccc(Br)c(C)c2)c(=N)s1 ?
Kir21 inh: 0.67; STK33 kinase inh: -0.9

What do the screens show for `CC(=O)N1CC=C2C(C#N)=C(N)C(C#N)(C#N)C(C)C2C1` (stereo not given)?
Kir21 inh: -1.5; STK33 kinase inh: 1.3

What do the screens show for `CC1CCCCC1NC(=O)c1ccc(N2CCCC2=O)cc1` (stereo not given)?
Kir21 inh: -1.5; STK33 kinase inh: -1.5

How did O=C(CSc1nnc(Nc2ccccc2)s1)NCC1CCCO1 (stereo not given) do in these assays?
STK33 kinase inh: 0.0

How did CN(C)/C=C(\C#N)C(=O)c1cccnc1Oc1cccc(F)c1 do in these assays?
Kir21 inh: -1.1; STK33 kinase inh: -0.1
